KOR beta-arrestin-1 – KOR agonists, beta-arrestin recruitment, primary screen, cell-based, luminescence, uHTS (AID 1777). one-dose activation, % at 10 µM; EC50 in µM for titrated hits. 280,000 compounds, 0.02% hits. KOR beta-arrestin recruitment, luminescence; higher % means a stronger effect; in the data active = activation above about 50%, passing the limit was not always enough; note: a part of the inactive calls stands beside numbers as strong as those of hits
NOD1 NF-kB reporter – NOD1 signaling inhibitors, primary screen, cell-based, luminescence, uHTS (AID 1578) | NOD1-driven NF-kB luciferase reporter cells, luminescence; higher % means a stronger effect | 290,000 compounds, 1% hits | inhibition, % at 4 µM; hits with a dose series show EC50 in µM; in the data active = inhibition mostly above about 36%, no sharp cut-off; inactive = mostly below about 34%;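 note: HEK-293T reporter cells stimulated with the NOD1 agonist gamma-tri-DAP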
Siah-1 displacement – blockers of Siah-1 interaction with plectin peptide – biochemical, fluorescence polarization, rhodamine-plectin, uHTS, primary screen (AID 1817). Siah-1 / rhodamine-plectin peptide fluorescence polarization; higher % means a stronger effect. one-dose displacement, % at 20 µM; IC50 in µM for titrated hits. 290,000 compounds, 0.02% hits;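 active = displacement of at least 50% at 20 µM, with a fluorescence ratio check between 0.3 and a set limit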;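 note: plate controls were Siah plus tracer with DMSO for no effect and tracer alone without Siah for full effect; strong numbers were not always called active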
AID2073 – inhibitors of Mint1-CaV2.2 protein interaction, biochemical, HTRF (AID 2073). HTRF protein-protein interaction, Mint1-CaV2.2; higher % means a stronger effect. inhibition, % at 20 µM, or IC50 in µM where a hit was titrated. 290,000 compounds, 0.19% hits; in the data active = inhibition mostly above about 51%, no sharp cut-off; inconclusive = no clear call, values can overlap the other calls; inactive = mostly below about 53%; note: some results filed as inactive read as strong as hits
GPR55 beta-arrestin – selective activators of receptor GPR55 – imaging, U2OS cells, beta-arrestin-GFP redistribution, primary screen (AID 1961). 290,000 compounds, 0.048% hits. U2OS GPR55 beta-arrestin-GFP redistribution imaging; higher % means a stronger effect. activation, % at 10 µM; hits with a dose series show EC50 in µM;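 active = activation above 40% with more than 50 cells counted in the well; inconclusive = wells holding fewer than 50 cells, flagged as toxic or sparse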;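 note: U2OS osteosarcoma cells stably expressing GPR55 and beta-arrestin-GFP; plate controls were DMSO negative control for no effect and LPI positive control for full effect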
GPR55 antagonists – inhibition of LPI-stimulated GPR55 beta-arrestin translocation – imaging, U2OS, beta-arrestin-GFP, LPI agonist, primary screen (AID 2013); U2OS GPR55 beta-arrestin-GFP translocation imaging, LPI antagonism; higher % means a stronger effect; inhibition, % at 10 µM; hits with a dose series show IC50 in µM; 290,000 compounds, 0.13% hits;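 active = spots per cell inhibited over 60%, with over 100 cells counted and total cytoplasm intensity under 500,000; inconclusive = wells with under 100 cells, flagged as likely toxic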;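 note: U2OS cells stably carrying GPR55 and arrestin-GFP stimulated by 5 µM LPI near EC80; imaged beta-arrestin-GFP aggregate spots per cell after agonist stimulation; plate controls were LPI-stimulated DMSO wells for no effect and DMSO wells without LPI for full effect; some results filed as inactive read as strong as hits; confirmed hits need IC50 under 10 µM and bright autofluorescent wells are also inconclusive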
GPR35 arrestin U2OS – GPR35 antagonists blocking zaprinast-driven arrestin recruitment, primary screen, imaging, U2OS, beta-arrestin-GFP, zaprinast agonist (AID 2058). 290,000 compounds, 0.052% hits. inhibition, % at 10 µM, or IC50 in µM where a hit was titrated. U2OS GPR35 beta-arrestin-GFP translocation imaging, zaprinast antagonism; higher % means a stronger effect;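 active = inhibition of at least 50% with at least 30 cells and total cytoplasm GFP at most 10,000,000; inconclusive = under 30 cells or total GFP of 10,000,000 plus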
HIV fusion peptide – cell-free HIV fusion peptide-binding blockers – biochemical, uHTS, fluorescence dequenching, primary screen (AID 1986). 290,000 compounds, 0.3% hits. one-dose inhibition, % at 20 µM; IC50 in µM for titrated hits. cell-free peptide binding, fluorescence dequenching, 30 min; higher % means a stronger effect; in the data active = inhibition mostly above about 52%, no sharp cut-off; inactive = mostly below about 76%; note: some results filed as inactive read as strong as hits
KOR beta-arrestin-2 – KOR antagonists, beta-arrestin recruitment, cell-based, luminescence, uHTS (AID 1778); 290,000 compounds, 0.091% hits; inhibition, % at 10 µM; hits with a dose series show IC50 in µM; KOR beta-arrestin recruitment, luminescence, antagonist mode; higher % means a stronger effect; in the data active = inhibition above about 50%; note: strong numbers were not always called active
* = called active by the depositor; u = inconclusive; x = not tested or not shown; [ ] = another dose, or the depositor's remark. The list is partial, so the mix of outcomes need not match the whole.

The line under a structure holds: KOR beta-arrestin-1, NOD1 NF-kB reporter, Siah-1 displacement, AID2073, GPR55 beta-arrestin, GPR55 antagonists, GPR35 arrestin U2OS, HIV fusion peptide, KOR beta-arrestin-2
- COc1ccccc1CC1(C)NC(=O)N(CC(=O)N2CC(C)OC(C)C2)C1=O (configuration not stated)
    -3.7%, -18%, 8%, -5%, 0.3%, 13%, 11%, 5.6%, -33%
- CC(C)(Cc1cc(CC(C)(C)C(=O)O)cc(C(C)(C)C)c1)C(=O)O
    -1.8%, -3%, -6%, 6%, -0.1%, -4%, 17%, 0.0%, -10%[20 µM]
- CCN(CC)C(=O)Cn1cc(S(=O)(=O)CC(=O)NC2CCCCC2)c2ccccc21
    -0.9%, -24%, 14%, 2%, -0.1%, 18%, -6%, -0.7%, 11%
- CCCCC(CC)C(=O)Nc1ccc(C)c(O)c1 (configuration not stated)
    -2.9%, -20%, -5%, -9%, -0.1%, -9%, 20%, 0.2%, -33%[20 µM]
- COc1ccc(-c2nc3ccccn3c2NCc2ccc3c(c2)OCO3)cc1
    2.4%, -27%, 29%, 18%, -0.1%, 14%, -4%, 2.2%, -23%
- Cc1cc(CNC(=S)Nc2cccc(Cl)c2Cl)nn1C
    0.5%, -25%, 9%, -10%, -0.1%, 5%, 2%, 0.5%, -17%
- CCN(CC)CCN1C(=O)C(=O)/C(=C(/O)c2ccccc2)C1c1ccccc1F (configuration not stated)
    -0.4%, 1%, 2%, 4%, 0.0%, -3%, 5%, -1.2%, 21%
- C=CCOc1ccc(/C(O)=C2\C(=O)C(=O)N(CCOC)C2c2cccnc2)cc1 (configuration not stated)
    1.1%, -31%, 0%, 24%, -0.5%, 4%, -7%, 2.2%, -50%
- Cc1nnc(SCC(=O)N2CCc3ccccc3C2)n1-c1ccccc1
    15%, 0%, 2%, -3%, -0.4%, -5%, -1%, 1.3%, 1%
- O=c1cc(NCc2ccccc2)nc2ccccn12
    -4.6%, -34%, 1%, 6%, -0.3%, -5%, -14%, 0.6%, 23%
- COc1ccc(C(=O)Nc2ccc(Nc3ccccc3)cc2)cc1OC
    -3.8%, -6%, -6%, -2%, 1.2%, -9%, -6%, -1.6%, -42%[20 µM]
- c1ccc(Sc2ncnc3ccccc23)cc1
    4.6%, 10%, 12%, 14%, -0.1%, 12%, -4%, -1.1%, 42%
- O=C(CSc1cccs1)Nc1ccc(Cl)cc1
    -2.5%, -2%, -6%, 2%, 0.2%, -20%, -7%, -1.3%, x
- N#Cc1cccc(C(=O)N(CCc2ccccc2)Cc2cccs2)c1
    2.1%, -32%, 6%, 3%, -0.1%, -7%, -5%, -1.4%, -28%
- CC1Cn2c(nc3sc4c(c3c2=O)CC(C)(C)OC4)N1CCO (configuration not stated)
    -0.8%, 0%, 11%, -9%, -0.1%, 13%, -3%, 1.0%, -33%
- COc1ccc(O)c(C(c2c(C)[nH][nH]c2=O)c2c(C)[nH][nH]c2=O)c1
    1.8%, -20%, 2%, 5%, 0.2%, 1%, 11%, -1.0%, -12%[20 µM]
- O=C1CN(C(=O)CN2C(=O)NC3(CCCCC3)C2=O)c2ccccc2N1
    1.6%, 0%, -5%, 1%, -0.6%, -6%, -10%, 1.3%, -29%
- O=C(CSc1ncn[nH]1)N1N=C(c2ccc(Cl)cc2)CC1c1ccco1 (configuration not stated)
    7.8%, 37%, -1%, 2%, 0.0%, 6%, -10%, 0.0%, -15%
- CN1CCCCc2c1[nH]c1ccccc1c2=O
    -0.2%, -29%, -2%, 8%, -0.1%, 6%, 15%, 6.0%, -24%
- CC1=CN2C(=NC(=O)CC2(C)C(=O)N(CC(=O)NC2CCCC2)c2cc(C)cc(C)c2)C=C1 (configuration not stated)
    x, -49%, 2%, 6%, 0.2%, 11%, 21%, 2.1%, -45%[20 µM]

Look-ups from the results shown:
Result of COc1ccc(-c2nc3ccccn3c2NCc2ccc3c(c2)OCO3)cc1 in GPR55 beta-arrestin: -0.1%
Result of CC1Cn2c(nc3sc4c(c3c2=O)CC(C)(C)OC4)N1CCO (configuration not stated) in Siah-1 displacement: 11%

New compounds follow.
The line under a structure holds: KOR beta-arrestin-1, NOD1 NF-kB reporter, Siah-1 displacement, AID2073, GPR55 beta-arrestin, GPR55 antagonists, GPR35 arrestin U2OS, HIV fusion peptide, KOR beta-arrestin-2
- CN1CCN(c2ncc3c(n2)CC(c2ccccc2F)CC3=O)CC1 (configuration not stated)
    3.8%, -4%, 5%, -2%, -0.1%, 7%, 11%, -1.2%, -5%
- O=C(Cn1cc2c(n1)CCCC2)NCCCN1CCN(C2CCCCC2)CC1
    -0.8%, -21%, 0%, 1%, -0.3%, 5%, -1%, 0.1%, 25%
- CN(Cc1cccs1)C(=O)Cc1c[nH]c2ccccc12
    -3.4%, -39%, 9%, -1%, -0.2%, 3%, 11%, -2.0%, -11%
- Oc1ccccc1-c1nc(/C=C/c2ccccc2)nn1-c1ccccc1
    2.1%, 32%, -4%, 27%, -0.2%, 2%, 15%, -0.9%, x
- Cc1cc([N+](=O)[O-])nn1CC(=O)N(C)Cc1ccccc1
    1.8%, 40%, -8%, 8%, 0.3%, 44%, -5%, 0.7%, -59%[20 µM]
- COc1ccccc1OCCSc1ncnc2nc[nH]c12
    -6.0%, -13%, 3%, -5%, 0.6%, 7%, -7%, -1.3%, -5%
- C=CCn1c(C)cc(C(=O)CSc2nnc(-c3cccc(S(=O)(=O)N(CC)CC)c3)o2)c1C
    -1.2%, 15%, 1%, 1%, u, -2%, -11%, 1.7%, 29%
- CC(=O)c1ccc(NC(=O)c2noc3c2CCC3)cc1
    1.7%, x, 6%, -13%, 0.2%, 10%, -4%, 5.2%, -18%
- CCOc1ccc(/C=C(\C)C(=O)c2c(C)cc(C)[nH]c2=O)cc1
    -2.1%, 3%, -1%, -1%, -0.1%, -4%, 2%, -0.3%, 25%
- CCC1CCCCN1S(=O)(=O)c1ccc(NC(=O)c2cccnc2)cc1 (configuration not stated)
    -2.9%, 30%, -4%, 6%, 0.0%, -17%, -3%, -1.1%, 33%
- CC(/C=C1\SC(=S)N(CCC(=O)Nc2ccccc2O)C1=O)=C\c1ccccc1
    0.4%, -18%, 0%, 28%, 0.3%, 5%, -2%, 14%, 19%
- Cc1ccc(CCNC(=O)CCc2nc3ccccc3[nH]2)cc1
    0.9%, 5%, -6%, 16%, -0.6%, 0%, 11%, -3.0%, 7%
- CCCCCn1c(Sc2ncccn2)nc2c1c(=O)[nH]c(=O)n2C
    -7.8%, 6%, -6%, 6%, -0.2%, -3%, 3%, 2.3%, 27%
- O=c1oc2cc(OCc3c(F)c(F)c(F)c(F)c3F)ccc2cc1-c1ccccn1
    25%, -23%, 13%, -4%, 0.6%, 8%, -2%, -1.0%, -3%
- COC(=O)c1ccc(NC(=O)CN(c2ccc(C)cc2)S(=O)(=O)c2c(C)nn(C)c2C)cc1
    -1.9%, -10%, -2%, 11%, -0.1%, 5%, 2%, 1.3%, 17%
- C/C(=N/Oc1nc(C)cc(C)n1)c1ccc(F)cc1
    -2.4%, -34%, 4%, 19%, 0.3%, 24%, 8%, 0.7%, 3%
- O=C(NC1CCCC1)c1cc(=O)[nH]c2ccccc12
    0.3%, -33%, -4%, 4%, -0.2%, -4%, 1%, 1.7%, -14%[20 µM]
- COc1cccc(C(=O)O/N=C(\C)c2cnccn2)c1
    -2.4%, 2%, 7%, 8%, -0.1%, 0%, 0%, 0.6%, -2%
- O=C(COC(=O)C1CC2C=CC1C2)NCc1ccco1 (configuration not stated)
    1.2%, -14%, 17%, 16%, 0.6%, -4%, 4%, 1.8%, -11%
- CC(C)C(NC(=O)c1ccc(C(C)(C)C)cc1)C(=O)NCC1(N(C)C)CCCCC1 (configuration not stated)
    -1.7%, -36%, 17%, 2%, 0.2%, 7%, 3%, 0.1%, -27%
- COc1ccc(C2=NOC3(CC(=O)N(c4ccc(C)cc4)C3=O)C2)cc1 (configuration not stated)
    0.6%, 2%, 2%, -5%, 0.3%, 26%, -15%, 1.7%, -40%
- CCN1C(c2ccc(F)cc2)=CS/C1=C(\C#N)c1nnc2n1-c1ccccc1SC2
    -6.8%, 27%, -1%, 6%, 0.6%, -5%, 13%, -0.4%, 30%
- CCCCC(=O)N(CCOC)c1nnc(-c2ccc(OC)cc2)s1
    -6.3%, 2%, 16%, 3%, -0.1%, -7%, 10%, -0.3%, -18%
- Cc1nnc(N(C)C(=O)c2cccnc2)s1
    2.5%, x, -2%, -3%, 0.3%, -7%, 4%, -0.7%, 9%
- CCOC(=O)C1(C/C(C)=N/NC(N)=O)CC(C)OC1=O (configuration not stated)
    4.1%, 25%, 2%, 6%, 0.0%, 11%, 0%, -0.2%, 14%
- COc1ccc(C2Nc3ccccc3NC3=C2C(=O)CC(C)(C)C3)cc1OC (configuration not stated)
    -3.6%, -3%, -9%, 4%, -0.2%, 20%, 14%, -1.1%, -28%[20 µM]
- O=C(Nc1nc(-c2ccccn2)cs1)c1ncc(Cl)c(Cl)c1Cl
    5.6%, -28%, -6%, 3%, 0.0%, 13%, 0%, 1.2%, -10%
- Cc1sc2ncnc(N(C)Cc3ccco3)c2c1C
    -6.5%, 30%, 0%, 32%, -0.1%, 36%, -5%, 0.0%, -4%
- COc1ccc(C(=O)C2CCCN(C(=O)CCc3scnc3C)C2)c(C)c1 (configuration not stated)
    x, 0%, -4%, 8%, 0.0%, 8%, 6%, 1.4%, -21%[20 µM]
- COC(=O)c1ccccc1S(=O)(=O)N(Cc1cc2ccc(OC)cc2[nH]c1=O)CC1CCCO1 (configuration not stated)
    3.1%, -25%, -1%, 2%, -0.2%, 10%, 10%, 2.3%, -24%
- Cc1ccc(-n2nnc3ccccc3c2=O)cc1C
    2.2%, -22%, -1%, -1%, -0.1%, 17%, 18%, -3.1%, -50%
- c1ccc(-c2nc(-n3ccnc3)nc(-n3ccnc3)n2)cc1
    -3.3%, -11%, 2%, u, -0.3%, 5%, 0%, -1.4%, -11%
- Cc1cccc(-n2c(CCCN3C(=O)c4ccccc4C3=O)nc3ccccc3c2=O)n1
    -4.8%, -40%, 3%, -3%, 0.2%, 18%, 13%, -2.3%, 1%
- COC(=O)c1cc(-c2ccccc2)on1
    1.5%, 0%, 0%, -2%, 0.0%, 16%, 11%, 0.3%, -8%
- COc1ccc(OC2C(=O)N(c3cc(C)ccc3C)C2c2ccc(OC)c(OC)c2)cc1 (configuration not stated)
    -2.9%, -30%, 7%, 2%, -0.5%, 14%, 6%, 1.3%, 21%
- CC(=O)N(C)c1ccc(N=C2C(=O)Nc3ccccc32)cc1
    -0.8%, 1%, 4%, 5%, 0.0%, 14%, 5%, 0.4%, 15%
- Cc1cccc(NC(=O)CSc2nc3c(c(=O)[nH]2)CCC3)c1C
    -0.9%, -26%, 0%, -1%, -0.1%, 2%, -9%, 1.7%, 3%
